# AddAB inh: less growth of phage-infected E. coli with AddAB | E. coli expressing H. pylori AddAB, absorbance growth | inhibition, % at 11.9 µM | hit rate 0.29% among 330,000 | AID 435030; in the data active = inhibition above about 12%;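 also: 0% = vehicle wells of infected cells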
# PKA-R1A act: activators of PKA-R1A complex; P00514+P68181; AID 504707; activation, % at 11.4 µM; PKA-R1A dissociation, Cy5-IP20 fluorescence polarization; scaled: DMSO 0%, 113 µM cGMP 100%; hit rate 0.083% among 340,000;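 active = percent activation above the mean of all tested compounds plus 3 SD, cut at about 19% in these data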;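 also: higher means more PKAc released from R1A so a rise in polarization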
# OPRM1-OPRD1 ag: OPRM1-OPRD1 heterodimerization agonism; AID 504326; P35372+P41143; cells, luminescence; activation, % at 9.3 µM; hit rate 0.3% among 340,000; in the data active = activation above about 18%;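 also: 0% = vehicle-treated cells and 100% = reference agonist; values of inactives mirror those of a sister screen read the other way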
# OPRM1-OPRD1 inv: inverse agonist of human OPRM1-OPRD1 heterodimerization; P35372+P41143; hit rate 0.21% among 340,000; inhibition, % at 9.3 µM; cell-based MOR-DOR heterodimer luminescence, inverse agonism; in the data active = inhibition above about 22%, passing the limit was not always enough;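 also: 0% = cells with DMSO and 100% = wells without cells with DMSO; values of inactives mirror those of a sister screen read the other way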
# Mot1-301 SUMO: blocks SUMOylation pathway, rescuing yeast Mot1-301 growth. S. cerevisiae Mot1-301 growth rescue, ATP luminescence, 38.5C; percent above DMSO median, 100 means doubled. growth rescue, % at 18.8 µM. hit rate 1% among 320,000. AID 2716;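 active = every valid replicate shows activation above 250% relative to neutral control wells; inactive = the rest, any valid replicate at or below 250%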;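 also: OY570 slx delta 5 strain wells were the positive control but not used for scaling; some compounds called inactive have numbers as strong as hits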
# HTR5A inv ctr: inverse agonist of human HTR5A in OPRM1-OPRD1 counter-screen. P47898. HTR5A cell line, luminescence, inverse agonism. inhibition, % at 9.3 µM. hit rate 0.083% among 340,000. AID 504634; in the data active = inhibition mostly above about 23%, no sharp cut-off; inactive = mostly below about 18%;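 also: 0% = cells with DMSO and 100% = no-cell wells with DMSO; some compounds called inactive have numbers as strong as hits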
# Target sequence (P47898 whole entry, looked up): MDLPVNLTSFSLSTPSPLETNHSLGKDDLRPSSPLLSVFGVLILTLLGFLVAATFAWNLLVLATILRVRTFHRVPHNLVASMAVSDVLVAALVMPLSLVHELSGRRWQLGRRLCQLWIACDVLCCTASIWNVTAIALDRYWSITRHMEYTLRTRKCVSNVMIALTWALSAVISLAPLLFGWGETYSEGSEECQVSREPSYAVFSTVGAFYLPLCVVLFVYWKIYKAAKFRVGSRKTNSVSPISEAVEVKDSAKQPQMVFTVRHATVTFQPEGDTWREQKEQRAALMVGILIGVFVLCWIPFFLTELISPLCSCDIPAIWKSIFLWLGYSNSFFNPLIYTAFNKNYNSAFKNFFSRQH
# PfHsp90 yeast 2: growth inhibition of yeast expressing Plasmodium Hsp90 | S. cerevisiae expressing PfHsp90, BacTiter-Glo ATP, 48 h; yeast lacking PDR1 and PDR3 efflux regulators | inhibition, % at 9.4 µM | hit rate 0.32% among 310,000;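 active = every replicate shows inhibition above about 80%, whatever the replicate mean, limit read from the data; inconclusive = mean inhibition reaches the set limit but some replicate falls short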;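 also: 0% = DMSO neutral controls and 100% = 20 µM radicicol positive controls; yeast relying on Plasmodium falciparum Hsp90 in place of its own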
# Tat export inh: inhibitors of E. coli Tat protein transport. E. coli MC4100 TorA-mCherry Tat export, fluorescence. AID 488895. inhibition, % at 10 µM. hit rate 0.036% among 340,000;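 active = mean replicate inhibition at least 50% and at least half of replicates individually reaching 50%; inconclusive = only one of the two criteria met; inactive = neither criterion met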;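 also: exported cargo escapes ClpAP degradation while cytoplasmic cargo is degraded and loses fluorescence; 0% = median of neutral control wells and 100% = median of NaSCN control wells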
# phage Ecoli inh: E. coli growth loss with phage present; growth absorbance; inhibition, % at 11.9 µM; hit rate 0.26% among 360,000; AID 651602; in the data active = inhibition above about 11%
# PKA-R2B activ: PKA-R2B complex activation; PKA-R2B holoenzyme dissociation, Cy5-IP20 fluorescence polarization; R2B truncated from residue 108, S112A mutant; 0% DMSO only, 100% 113 µM cGMP; activation, % at 11.4 µM; hit rate 0.079% among 340,000;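 active = activation above a cutoff set at the mean over all compounds plus 3 SD, cut at about 18% in these data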;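 also: higher means more holoenzyme dissociation and a rise in polarization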
# Target sequence (P31323 whole entry, looked up, other chains not shown, the tested form may be a part): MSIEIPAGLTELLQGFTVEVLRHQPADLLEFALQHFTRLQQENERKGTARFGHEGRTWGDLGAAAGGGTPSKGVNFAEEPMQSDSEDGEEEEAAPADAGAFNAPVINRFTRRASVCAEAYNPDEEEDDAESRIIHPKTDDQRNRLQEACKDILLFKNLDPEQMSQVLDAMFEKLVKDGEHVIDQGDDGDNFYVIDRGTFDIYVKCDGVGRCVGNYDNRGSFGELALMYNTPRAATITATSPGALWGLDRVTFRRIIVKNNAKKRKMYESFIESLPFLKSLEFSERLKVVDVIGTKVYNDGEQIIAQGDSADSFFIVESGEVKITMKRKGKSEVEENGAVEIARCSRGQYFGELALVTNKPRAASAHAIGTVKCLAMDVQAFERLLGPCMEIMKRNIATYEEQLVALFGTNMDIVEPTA
# E coli growth: bacterial growth inhibition, counter-screen for AddAB inhibitors. E. coli V3065 growth, OD600 absorbance, 18 h. AID 449728. inhibition, % at 11.9 µM. hit rate 0.27% among 330,000;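 active = inhibition above the campaign's mean inhibition across all tested compounds plus 3 SD, cut at about 9.9% in these data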;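 also: uninfected addAB+ strain grown without phage in ampicillin broth; 0% = DMSO wells and 100% = ciprofloxacin 0.95 µg/ml wells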
# Starred values were filed as active, the others as inactive; u = inconclusive; x = no result given. Hits appear at their usual frequency; 2.2% or so of the library scored in one or more.
SMILES,AddAB inh,PKA-R1A act,OPRM1-OPRD1 ag,OPRM1-OPRD1 inv,Mot1-301 SUMO,HTR5A inv ctr,PfHsp90 yeast 2,Tat export inh,phage Ecoli inh,PKA-R2B activ,E coli growth
Cc1cccc(C2(c3cccc(C)c3)CC2C(=O)Nc2ccc([N+](=O)[O-])cc2O)c1 (stereo unspecified),2.6,-7,7.5,-45,0,4,-3,1,2.5,-18,2.0
CC1CCN(CCC(=O)N2CCCc3c2c(=O)oc2ccc(O)cc32)CC1,-1.1,-11,-0.9,5,-5,18,22,-3,-1.0,-1,1.8
COc1cccc(NC(=O)c2ccc(OC(F)(F)F)cc2)c1,1.8,0,5.9,-33,12,-8,18,-7,3.6,-2,-1.0
Cn1c(=O)c2sccc2n(Cc2ccc(Br)cc2)c1=O,4.2,-2,2.2,-10,-20,2,14,6,1.1,0,1.4
COc1ccc(S(=O)(=O)Nc2ccccc2C(=O)N2CCOCC2)cc1Br,x,-4,-1.5,8,-20,2,-13,-5,0.2,8,x
O=C(CCC(=O)Nc1ccc(Cl)cc1Cl)NNC(=O)[C@@H]1CCCC[C@@H]1C(=O)O,2.1,-5,-2.4,13,5,-1,1,7,1.9,-8,-1.5
Cc1ccccc1NC(=O)COC(=O)CNC(=O)c1sc2ccccc2c1Cl,-1.6,7,0.8,-5,1,0,2,-7,3.4,7,-2.3
NC(=O)c1ccsc1NC(=O)COC(=O)c1ccccn1,0.6,1,-3.6,14,-9,1,x,-1,2.3,1,-0.5
CNc1ncnc2c1ncn2-c1ccccc1,x,2,-3.7,18,x,3,-17,-8,2.7,-10,x
O=C(c1ccc(S(=O)(=O)Nc2ccccc2F)cc1)N1CCCC1,x,7,-0.5,3,x,-9,x,1,2.7,-10,x
COc1ccc(-n2nc(C(=O)NCC(=O)N3CCN(c4ccccn4)CC3)c3ccccc3c2=O)cc1,0.2,-4,0.2,-1,-3,-12,x,5,0.9,-4,-2.4
O=Cc1cccc(Oc2ncccn2)c1,2.1,6,-0.7,3,-11,-2,16,-4,1.8,14,-0.8
Cc1cc(C)c(OCC(O)CN2CCN(c3ccccn3)CC2)c(C)c1 (stereo unspecified),-0.7,-10,-0.4,3,16,2,x,2,2.3,-5,0.1
CN(C)CCN1C(=O)c2ccccc2C1=O,-0.3,-1,-1.8,10,1,-5,-10,-1,3.2,-2,-0.9
O=C(CN(CC1CCCO1)C(=O)CNS(=O)(=O)c1ccc(F)cc1)NC1CCCCC1 (stereo unspecified),-1.0,-6,0.8,-6,-5,-4,-11,4,-3.1,-11,1.4
CCN(CC)S(=O)(=O)c1cc(C(=O)Nc2cc(Cl)ccc2N2CCN(C)CC2)ccc1Cl,1.8,0,1.7,-8,x,14,8,1,1.3,1,-2.9
COc1ccc(CCC(=O)OCC(=O)NCc2ccccc2)cc1,-0.8,2,-2.8,10,4,-17,34,5,2.9,1,-1.3
Cc1ccccc1CC1SC(N)=NC1=O (stereo unspecified),-0.7,-5,-0.1,0,-5,2,10,2,2.1,-2,-2.5
Cc1cc(C)n2c(SCC(=O)Nc3ccc(F)cc3)nnc2n1,-0.6,-8,-2.4,13,7,11,7,0,0.1,-8,-1.7
O=C(c1ccc2ccccc2c1)N1CCOCC1,1.5,-7,-1.2,8,6,2,x,-1,1.9,6,-0.2
COc1ccc(N(CC(=O)N/N=C/c2ccc(OC)cc2OC)S(=O)(=O)c2ccccc2)cc1,-0.3,3,-1.9,10,-13,-4,-10,-5,0.2,-6,1.2
Cc1cc(C(=O)CSc2nnc(-c3ccccc3)n2Cc2ccc3c(c2)OCO3)c(C)n1C,-0.2,0,-1.2,7,-9,-13,66,-1,0.1,1,-0.4
COc1ccc(S(=O)(=O)N2CCOCC2)cc1NC(=O)CN1CCN(C)CC1,-0.2,1,-1.7,9,20,-5,x,3,-1.4,-3,-0.2
CSC(=S)N/N=C/c1ccc(Br)cc1,5.2,-3,-0.7,5,19,-3,0,-5,8.1,-11,5.4
CC(=O)c1ccc(N2CCN(C(=O)CCCn3c(=O)[nH]c4ccsc4c3=O)CC2)cc1,0.9,-3,1.1,-8,52,12,9,0,1.2,-7,-1.9
# (cont.)
SMILES,AddAB inh,PKA-R1A act,OPRM1-OPRD1 ag,OPRM1-OPRD1 inv,Mot1-301 SUMO,HTR5A inv ctr,PfHsp90 yeast 2,Tat export inh,phage Ecoli inh,PKA-R2B activ,E coli growth
CCc1ccc(Nc2cnn(C34CC5CC(CC(CC(=O)O)(C5)C3)C4)c(=O)c2Cl)cc1,2.7,2,1.2,-6,1,-14,-9,-13,2.4,3,-0.6
O=C(NC1CCCCC1)C(c1ccc(F)cc1)N(CCCN1CCOCC1)C(=O)c1ccc(CN2CCOCC2)o1 (stereo unspecified),2.0,-3,-2.9,15,-9,-1,9,-2,0.0,-1,-1.6
N#CC1=C(N)N(c2ccccc2Sc2ccccc2)C(=O)C1,-0.3,-7,-3.0,17,x,-19,4,4,0.2,-5,2.5
O=C(Cn1cnc2ccccc21)N/N=C/c1ccc([N+](=O)[O-])cc1,5.5,3,x,x,4,x,9,-12,5.4,-8,0.9
Cn1nc(C(F)(F)F)c(-c2ccc(F)cc2)c1NC(=O)CSCC(=O)O,-0.6,-4,-1.5,8,-14,8,24,10,-0.4,1,-1.1
NC(=S)c1c(Cl)cc(C(F)(F)F)cc1Cl,-0.9,-3,-0.3,1,9,-8,-2,-4,1.0,-5,-1.0
Cc1cc(C)c(S(C)(=O)=O)c(NN)n1,3.0,-2,-3.4,19,-6,-20,9,3,4.9,-6,0.5
Cc1cc(C)c(C)c(S(=O)(=O)N2CCC(C(=O)NC3=NCCS3)CC2)c1C,1.1,-11,-0.4,2,x,-8,x,-1,0.0,1,-0.8
COc1ccc(-n2nc(C(=O)NCC(=O)NC3CCCCCC3)c3ccccc3c2=O)c(OC)c1,1.7,-4,-0.4,3,-6,12,-15,-1,2.3,5,-0.6
CCOC(=O)C1CCC(=O)C1 (stereo unspecified),x,-5,-1.8,9,x,-5,7,12,2.1,-3,x
CN1CCN(C(=S)c2cn(CCOc3ccccc3)c3ccccc23)CC1,3.8,-3,-2.4,13,-16,4,7,-2,3.8,-3,-0.6
O=C(OCC(=O)N1CCOCC1)c1ccc(O)cc1,2.8,8,-1.1,6,-1,-16,-18,3,3.0,-5,1.9
CC(=O)Nc1cccc(NC(=O)c2sc3ncn(CC(=O)N4CCCCC4)c(=O)c3c2C)c1,x,-7,-1.6,7,x,7,-7,-1,2.2,1,x
COc1ccc(/C=C2\N=C3CCCN3C2=O)cc1,1.3,-16,-1.4,7,-2,-1,-1,-1,-0.1,8,1.9
Cc1nc(SCC(N)=O)[nH]c(=O)c1Cc1ccc(OC(C)C)cc1,2.9,7,-1.6,7,-8,-9,-1,0,3.0,-10,-0.5
Cc1ccc(C(=O)NC(=S)Nc2ccc(N3CCOCC3)cc2)cc1,0.6,7,-2.2,11,9,7,21,2,2.0,-13,-1.3
NNC(=O)c1ccc(Cl)cc1Cl,2.3,2,1.1,-8,5,-29,9,3,0.5,-8,-0.1
CCN1CCN(c2nc3ccccn3c(=O)c2/C=C(\C#N)S(=O)(=O)c2ccccc2)CC1,-3.6,-3,-3.6,18,-3,10,-22,2,-2.4,-2,-2.0
COc1cccc(NC(=O)CN(C)C(=O)COc2ccc3ccccc3c2)c1,1.6,-1,-2.3,12,15,-28,-8,-3,1.0,-5,1.0
CC(=O)Nc1cc(OC(C)=O)c2nonc2c1OC(C)=O,11,-1,23*,-134,1,-11,-7,-24,11,2,4.5
N#C/C(=C\Nc1ccc2c(c1)OCCO2)C(=O)NCc1ccco1,-0.4,-13,-3.4,17,-10,12,-11,-2,2.3,7,-2.3
O=C(NNC(=O)c1cc(-c2ccc(Br)cc2)nc2ccccc12)c1csc(N2CCOCC2)n1,x,-8,-2.5,10,x,-20,1,6,-2.3,-12,x
CC1CCCN(C(=O)CN2CCN(C(=O)c3ccco3)CC2)C1 (stereo unspecified),1.1,4,-0.3,2,267,-9,-14,-6,4.8,5,-0.1
NC(=S)Nn1c(-c2ccccc2)nc2ccccc2c1=O,1.1,-4,1.1,-7,-2,-1,-2,u,1.2,8,0.0
O=C(CSc1nnc(-c2ccc(F)cc2)n1CC1CCCO1)NCc1ccco1 (stereo unspecified),1.6,-4,-3.4,19,1,-8,-9,-4,2.8,7,0.6
# The listing continues:
SMILES,AddAB inh,PKA-R1A act,OPRM1-OPRD1 ag,OPRM1-OPRD1 inv,Mot1-301 SUMO,HTR5A inv ctr,PfHsp90 yeast 2,Tat export inh,phage Ecoli inh,PKA-R2B activ,E coli growth
CCOC(=O)c1ccc(NC(=O)CC2SC(=NC)N(C)C2=O)cc1 (stereo unspecified),0.5,-11,-1.6,9,x,8,-2,-3,1.1,11,2.1
O=C(CSc1nnc(-c2ccc(Cl)cc2)n1Cc1ccco1)NCc1ccc2c(c1)OCO2,1.0,-4,-2.4,14,26,6,5,5,1.9,8,-2.9
CCOC(=O)C1CCN(c2c(NCc3ccc(C(=O)NCCOC)cc3)c(=O)c2=O)CC1,1.9,-7,-0.4,2,-2,-9,23,9,0.9,-3,0.5
O=C(c1ccccc1N(Cc1ccccc1)S(=O)(=O)c1ccccc1)N1CCOCC1,5.1,-7,0.1,-1,-16,8,-33,-2,-0.4,3,0.9
COc1ccc(N(Cc2cc3ccccc3[nH]c2=O)S(=O)(=O)c2ccc(OC)cc2)cc1,3.7,-11,-2.2,12,3,7,10,10,-0.9,-9,2.4
CCOc1ccccc1Nc1cc(C)c2cccc(C)c2n1,2.9,-7,0.6,-3,-19,5,7,5,0.4,-1,1.0
O=C(COC(=O)c1cccc(Cl)c1Cl)NC1CCCC1,0.2,-5,-4.1,19,-7,-2,2,0,0.9,-5,1.1
CN(C)CCCNc1ncnc2c1c(-c1ccccc1)cn2-c1ccccc1,-0.7,2,-0.9,5,-2,7,22,0,4.2,-2,-3.5
O=C(Cn1c(NCCO)nc2ccccc21)NCC1CCCO1 (stereo unspecified),3.5,-8,x,x,-8,x,-2,-6,1.9,12,1.5
CCn1ncc(CN2CCC(Oc3cc(C(=O)NC4CC4)ccc3OC)CC2)c1C,x,-2,-1.3,9,-4,-6,10,-5,2.0,-5,x
CCC(=O)N1c2ccccc2NC2=C(C(=O)CC(c3ccco3)C2)C1c1ccco1 (stereo unspecified),3.0,-8,-3.4,15,-5,0,-8,5,1.4,-2,0.5
Cc1sc2nc(CSc3ccccc3)nc(NCCN(C)C)c2c1C,3.9,-2,4.7,-25,-1,15,18,-3,1.8,4,0.6
Cc1cccnc1NC(=O)c1ccc(S(=O)(=O)NCc2ccco2)cc1,0.0,0,-1.8,10,-1,1,12,-2,-0.5,4,2.1
COc1ccccc1N1CCN(C(=O)C(=O)N/N=C/c2cccc(O)c2)CC1,-1.2,5,-0.9,5,-8,-4,-4,-7,3.7,4,0.2
COc1ccc(-n2ccnc2SCC(=O)NC2CCCC2)c(OC)c1,2.4,-3,-2.5,11,174,22,10,12,-0.8,3,-2.2
